pPAFAH FP inh: inhibitors of human plasma PAF acetylhydrolase (pPAFAH). recombinant pPAFAH, FP-rhodamine probe fluorescence polarization. inhibition, % at 3.39 µM. 330,000 compounds, 1.5% hits;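 active = inhibition above the mean inhibition across the screen plus 3 SD, cut at about 25% in these data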;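 also: inhibitors block binding of the rhodamine activity-based probe so polarization drops; 0% = enzyme with DMSO and 100% = wells lacking pPAFAH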
Target sequence (Q13093 whole entry, looked up): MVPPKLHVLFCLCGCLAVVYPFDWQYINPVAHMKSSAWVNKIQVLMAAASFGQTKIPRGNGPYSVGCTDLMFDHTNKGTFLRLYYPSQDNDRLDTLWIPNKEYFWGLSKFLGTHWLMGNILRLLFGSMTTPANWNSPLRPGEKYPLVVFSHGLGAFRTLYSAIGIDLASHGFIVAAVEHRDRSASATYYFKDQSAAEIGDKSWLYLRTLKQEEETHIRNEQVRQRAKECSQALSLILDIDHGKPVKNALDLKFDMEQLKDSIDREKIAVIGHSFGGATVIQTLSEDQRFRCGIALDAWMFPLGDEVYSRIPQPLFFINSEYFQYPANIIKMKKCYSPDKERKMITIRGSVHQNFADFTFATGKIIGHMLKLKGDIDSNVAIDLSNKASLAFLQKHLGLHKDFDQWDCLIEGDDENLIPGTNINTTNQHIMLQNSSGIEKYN
GSTO1 counter: counter-screen for RBBP9 inhibitors: inhibitors of human GSTO1 | AID 1974 | inhibition, % at 5.96 µM | P78417 | 300,000 compounds, 1.1% hits | recombinant GSTO1, activity-based probe fluorescence polarization;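 active = inhibition above the campaign mean inhibition plus 3 SD, cut at about 35% in these data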;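 also: 0% = GSTO1-1 with DMSO and 100% = wells lacking GSTO1-1 enzyme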
Target sequence (P78417 whole entry, looked up): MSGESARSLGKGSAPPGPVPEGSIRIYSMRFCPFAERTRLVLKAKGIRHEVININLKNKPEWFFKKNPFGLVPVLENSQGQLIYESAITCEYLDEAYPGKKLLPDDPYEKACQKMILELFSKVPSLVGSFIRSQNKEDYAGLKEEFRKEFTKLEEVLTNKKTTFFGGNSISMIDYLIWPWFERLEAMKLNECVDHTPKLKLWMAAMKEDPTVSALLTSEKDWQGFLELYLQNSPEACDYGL
PAFAH2 FP inh: PAFAH2 (human) inhibition. recombinant PAFAH2, FP-rhodamine activity probe, fluorescence polarization. AID 492956. inhibition, % at 3.39 µM. 340,000 compounds, 0.99% hits;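 active = inhibition above the mean over all tested compounds plus 3 SD, cut at about 30% in these data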;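 also: inhibitors block probe labeling of enzyme so polarization drops; 0% = enzyme with DMSO and 100% = wells lacking PAFAH2 protein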
PAD4 inh: inhibitors of human PAD4; Q9UM07; recombinant PAD4, RCA probe fluorescence polarization; inhibition, % at 6.36 µM; 330,000 compounds, 0.41% hits; AID 485272;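 active = percent inhibition above a cutoff equal to the mean of all tested compounds plus 3 SD, cut at about 15% in these data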;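 also: 0% = PAD4 with RCA probe and DMSO and 100% = probe without PAD4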
PAFAH1B3 FP inh: PAFAH1B3 (human) inhibition; Q15102; recombinant PAFAH1B3, FP-rhodamine probe, fluorescence polarization; inhibition, % at 3.39 µM; 340,000 compounds, 0.28% hits;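 active = inhibition above the screen-wide average of all tested compounds plus 3 SD, cut at about 25% in these data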;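 also: 0% = enzyme with DMSO only and 100% = wells lacking PAFAH1B3 protein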
Target sequence (Q15102 whole entry, looked up): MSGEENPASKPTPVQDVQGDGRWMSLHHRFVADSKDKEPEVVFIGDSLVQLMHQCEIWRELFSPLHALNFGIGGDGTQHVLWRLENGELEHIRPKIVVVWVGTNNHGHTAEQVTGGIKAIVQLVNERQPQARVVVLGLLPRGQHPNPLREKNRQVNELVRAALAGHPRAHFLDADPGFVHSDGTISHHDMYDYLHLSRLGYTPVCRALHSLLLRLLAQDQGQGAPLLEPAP
LYPLA2 inh: blocks human lysophospholipase 2, a PME1 counter-screen. O95372. recombinant LYPLA2, FP-Rh probe fluorescence polarization. inhibition, % at 5.9 µM. 320,000 compounds, 0.38% hits. AID 2177;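 active = inhibition above the screen-wide mean plus 3 SD, limit set per campaign, cut at about 26% in these data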;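 also: 0% = LYPLA2 with DMSO and 100% = wells lacking LYPLA2 enzyme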
PREPL inh: inhibitors of human prolyl oligopeptidase-like enzyme PREPL. Q4J6C6. recombinant PREPL, fluorescence polarization activity-based probe. inhibition, % at 5.96 µM. 320,000 compounds, 0.68% hits; in the data active = inhibition above about 43%;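 also: 0% = enzyme with DMSO and 100% = wells lacking enzyme; many of its hits are not listed in these tables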
PAFAH1B2 FP inh: PAFAH1B2 (human) inhibition | P68402 | recombinant PAFAH1B2, FP-rhodamine activity probe, fluorescence polarization | inhibition, % at 3.39 µM | 340,000 compounds, 1.2% hits;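 active = inhibition above the mean of all tested compounds plus 3 SD, cut at about 24% in these data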;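 also: 0% = enzyme with DMSO and 100% = wells lacking PAFAH1B2; many of its hits are not listed in these tables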
LYPLA1 inh: LYPLA1 (human) inhibition in PME1 counter-screen | O75608 | recombinant LYPLA1, FP-Rh probe fluorescence polarization | inhibition, % at 5.9 µM | 320,000 compounds, 0.16% hits | AID 2174;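 active = inhibition above the mean of all tested compounds plus 3 SD, set per campaign, cut at about 14% in these data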;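 also: inhibitors block serine hydrolase probe labeling of LYPLA1 so polarization falls; 0% = enzyme with DMSO and 100% = wells lacking LYPLA1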
The depositor's hits bear a star; . = no result given. Some of the compounds tested. The share of hits here may be higher or lower than overall.

SMILES	pPAFAH FP inh	GSTO1 counter	PAFAH2 FP inh	PAD4 inh	PAFAH1B3 FP inh	LYPLA2 inh	PREPL inh	PAFAH1B2 FP inh	LYPLA1 inh
COc1ccc2cc1Oc1ccc(cc1)CC1c3c(cc(OC)c4c3Oc3cc5c(cc3O4)CCNC5C2)CCN1C (centres undefined)	13	-11	5	-1	6	4	51*	9	-2
CCOn1c(=O)c(-c2ccccc2)[n+]([O-])c2ccccc21	3	0	3	-5	4	-4	2	5	-1
CC(C)(C#CCN1CCCCC1)OCCOC(c1ccccc1)c1ccccc1	8	4	0	2	3	2	-7	1	4
CC(OC(=O)CCCN=C1NS(=O)(=O)c2ccccc21)C(=O)N(C)c1ccccc1 (centres undefined)	68*	-5	1	-4	6	2	10	-1	3
Cc1nc2c(C(=O)NCc3ccccc3)c[nH]n2c(=O)c1Cl	13	-9	8	-1	-3	-1	6	9	-5
FC(F)(F)c1cc(NC2CCCCC2)ccn1	5	-3	-8	1	3	-3	1	3	-5
COc1ccccc1CN1CC(C(=O)NCc2ncccc2C)CCC1=O (centres undefined)	1	6	0	0	3	-4	-2	3	1
CC(C)NC(=S)N1CCN(Cc2ccc3c(c2)OCO3)CC1	-5	-10	2	3	1	-5	14	1	-3
COc1cccc(CNC(=O)Cn2ccc3cc(S(=O)(=O)N4CCCCCC4)ccc32)c1OC	4	-11	9	1	0	-3	1	4	-3
CCC(C)[C@H](NS(=O)(=O)c1ccc(C)cc1)C(=O)N1CCC(C(=O)N[C@H](C(=O)O)c2ccccc2)CC1 (some centres undefined)	2	5	8	0	4	5	18	3	1
Cc1cc(-c2ccc(C)c(S(=O)(=O)Nc3cc(C)on3)c2)on1	3	3	3	0	-1	6	7	5	-1
Cc1cc(=O)oc(C)c1C(=O)N1CCN(C)CC1	-2	10	-1	-2	4	0	8	5	-3
O=C(c1ccccc1)c1cnc[nH]1	-2	0	0	-1	1	2	-5	5	4
Cc1cccc(C)c1NC(=O)CCS(=O)(=O)c1cccc2nonc12	-5	5	-2	-3	3	5	15	-4	2
O=C(c1cc(Br)c[nH]1)N1CCCCC1	-1	-4	-11	-3	3	-4	9	10	-4
O=C(CN1C(=O)C2CC=CCC2C1=O)N1CCN(S(=O)(=O)c2ccccc2)CC1 (centres undefined)	1	.	10	-3	5	.	4	8	.
Cc1ccc2cc(CCNC(=O)C(C)(C)C)c(=O)[nH]c2c1	4	0	5	0	10	-2	-5	0	-2
O=C(c1ccc(F)cc1)c1c[nH]c(C(=O)NCc2cccnc2)c1	4	-5	3	-1	6	4	3	5	-3
O=C(Nc1ccc(F)cc1)Oc1ccc[nH]c1=O	7	6	7	-1	-5	3	12	5	0
CCOC(=O)N1CCC2(CC1)C(C(=O)C13CC4CC(CC(C4)C1)C3)C2(C#N)C#N (centres undefined)	-1	1	28	-1	8	12	13	23	6
CCOC(=O)c1c(SC)[nH]c2c(Cl)cccc2c1=O	-2	-8	-6	-5	-3	-3	-3	0	3
O=C(Oc1cccc(-n2cnnn2)c1)c1ccccc1	2	4	3	3	7	2	19	2	-1
Cc1ccc(C)c(SCC(=O)NNC(=O)c2ccccc2)c1	-4	4	2	-2	8	-5	7	4	-3
COCCCNC(=O)CC(NS(=O)(=O)c1ccc(C)cc1)c1ccc(OC)cc1 (centres undefined)	-5	5	2	-1	2	-9	20	8	-3
CC(C)(C)c1cc(NC(=O)c2cc(F)c(F)c(F)c2F)no1	0	10	-6	3	-1	1	7	0	-2
Additional entries.
SMILES	pPAFAH FP inh	GSTO1 counter	PAFAH2 FP inh	PAD4 inh	PAFAH1B3 FP inh	LYPLA2 inh	PREPL inh	PAFAH1B2 FP inh	LYPLA1 inh
CC(=O)c1ccc(S(=O)(=O)N2CCCC2)cc1	1	1	-7	-1	1	5	-3	2	0
CCC(=O)N(CCc1ccccc1C)Cc1cc2ccc(C)cc2[nH]c1=O	-1	-1	14	-7	3	-3	-38	6	2
Cc1ccc(CNC(=O)Cn2nnc(C(=O)Nc3ccc(Br)cc3)c2N)cc1	-1	-2	-7	2	6	-11	-6	2	-2
O=C(NC1CCCCC1)c1cc(-c2ccc(F)cc2)on1	-9	2	10	8	8	0	14	7	0
COc1ccc(CC(=O)Nc2c(C(=O)N3CCN(c4ncccn4)CC3)oc3ccccc23)cc1	2	0	6	-3	0	8	2	4	2
Cn1c(=O)n(CCOc2ccc([N+](=O)[O-])cc2)c2ccccc21	7	17	1	-3	7	1	-4	0	-2
O=C1C(Cl)=C(NCC2CCCO2)C(=O)N1c1ccccc1 (centres undefined)	1	20	3	6	9	3	0	6	0
O=C(Cn1c(=O)c2c(ncn2Cc2ccccc2)n(Cc2ccccc2)c1=O)NC1CC1	0	-6	-8	-2	3	3	-2	2	2
O=C(CSc1nnc(Cc2cccs2)n1Cc1ccco1)Nc1ccc(Cl)cc1Cl	4	11	4	4	-3	-6	-11	3	-3
CSc1cccc(NC(=O)CCn2c(=O)c3cccn3c3cccnc32)c1	5	-12	3	0	9	1	-8	2	-7
NC(=S)Nc1ncc(C(F)(F)F)cc1Cl	-1	2	7	-2	-3	3	21	6	-1
COC(=O)CSCC(=O)Nc1cc2c(cc1C(C)=O)OCO2	4	3	0	-2	1	11	20	1	1
CCOC(=O)C(Cc1ccccc1)NS(=O)(=O)c1ccc(NC(C)=O)cc1 (centres undefined)	6	-4	-2	0	3	4	-6	1	-2
O=C(Nc1nc(-c2ccc(Cl)cc2)cs1)C1CCCO1 (centres undefined)	6	2	2	-5	-4	-2	-11	0	-2
COc1cc(NC(=O)C2CC(c3ccc(Cl)cc3)=NO2)cc(OC)c1OC (centres undefined)	4	3	2	-2	4	-3	44*	3	-4
CN(CCC1CCOCC1)C(=O)C1CCC(=O)N(CCc2ccccc2)C1 (centres undefined)	2	3	5	-4	-8	-6	3	1	-1
O=C(COc1cnc2ccccc2n1)NCCC1=CCCCC1	-4	2	3	-1	0	-5	-13	11	-4
Cc1ccc(S(=O)(=O)NC2CCCC2)cc1C(N)=O	4	4	-18	0	9	0	10	3	-1
COc1ccc(C(=O)O)cc1S(=O)(=O)NCc1ccncc1	1	.	9	2	-3	.	5	2	.
COc1ccccc1C(=O)COC(=O)Cn1c(C)csc1=O	0	7	4	1	8	-1	-13	2	0
O=C(CCCCO)CCCCCCCC[C@H]1N[C@H](CO)[C@H](O)[C@@H]1O[C@@H]1O[C@H](CO)[C@@H](O)[C@H](O)[C@H]1O	-1	1	2	-6	0	-5	2	4	-2
COc1cc(/C=N\NC(=O)c2ccc(Cn3cc(Br)c([N+](=O)[O-])n3)o2)cc(OC)c1O	27*	-1	-2	2	0	-2	51*	1	16*
O=C(COc1cccc(Cl)c1)NCc1ccccc1	9	7	-2	0	2	1	4	3	2
COc1ccc(NC(=O)C(=O)NCC(c2ccco2)N2CCc3ccccc3C2)cc1 (centres undefined)	3	2	1	-4	0	-5	9	-6	-2
C=CCc1ccc(OCCCNC2CCCC2)c(OC)c1	-2	1	-3	1	0	-1	13	5	2
New compounds follow:
SMILES	pPAFAH FP inh	GSTO1 counter	PAFAH2 FP inh	PAD4 inh	PAFAH1B3 FP inh	LYPLA2 inh	PREPL inh	PAFAH1B2 FP inh	LYPLA1 inh
COc1cc2oc(=O)cc(-c3ccc(-c4ccc(OC(F)(F)F)cc4)cc3)c2c(OC)c1OC	3	.	-5	-2	8	.	.	1	.
CC(NC(=O)c1ccco1)C1COc2ccccc2O1 (centres undefined)	4	-5	3	-4	-4	-8	-12	-3	0
CCOC(=O)c1c(NC(=O)OC)sc(C(=O)N(C)C)c1C	0	-3	7	0	4	4	-13	1	-1
O=C(O)C1CCC(Cn2c(SCc3cc(=O)n4ccccc4n3)nc3ccsc3c2=O)CC1 (centres undefined)	0	4	-5	1	-3	1	9	0	0
OC(CNC1CCCCC1)CNC1CCCCC1	-4	-2	14	2	6	-1	17	1	0
Cc1ccc(S(=O)(=O)Nc2ccc3c(c2)CCC3)cc1C	16	8	-12	1	12	0	-6	3	-7
COc1ccc2nc(N3C(=O)/C(=C/c4ccccc4)NC3=S)sc2c1	18	42*	18	-15	-3	-3	8	23	4
O=C(OCCN1CCCCC1)c1ccc(O)cc1	4	6	-10	-4	-10	5	17	0	-3
C1CN(CC23CC4CC(CC(C4)C2)C3)CCO1	5	7	9	-7	2	-1	-9	4	1
CN(C)c1ccc(C(C(=O)NC2CCCC2)N(Cc2cccnc2)C(=O)c2snc(C(N)=O)c2N)cc1 (centres undefined)	3	-1	-6	-3	3	-2	17	3	1
COC(=O)C1=C(C)NC(=O)NC1c1ccc(OCC(=O)N2CCCCC2)cc1 (centres undefined)	4	-6	-4	-4	-2	3	6	-3	0
Cc1ccc(N(C(=O)c2sc(C)nc2C)C(C(=O)NC(C)(C)C)c2ccncc2)cc1 (centres undefined)	4	10	2	0	0	-4	-3	-3	-3
COc1cc2ccccc2nn1	2	4	4	5	17	9	1	14	7
CC(OC(=O)c1ccc2c(c1)OCCO2)C(=O)c1ccccc1 (centres undefined)	3	-4	0	-6	2	5	-4	0	2
O=C(c1ccccc1S(=O)(=O)NCc1ccccc1)N1CCCC1	5	-2	9	5	6	2	4	-4	0
Cc1ccc(C)c(N=Cc2ccc(-c3ccc([N+](=O)[O-])cc3)o2)c1	6	5	4	-2	12	2	8	6	-3
COc1ccc(OCc2nnc(SCC(=O)c3c(N)n(C)c(=O)n(C)c3=O)n2-c2ccccc2F)cc1	-4	2	.	1	.	10	15	.	4
CC(=O)c1ccc(NC(=O)CCC(=O)N2CC(C)Oc3ccc(C)cc32)cc1 (centres undefined)	-4	-5	12	-1	6	-2	5	-2	2
COc1ccccc1NC(=O)Nc1nc(CC(=O)NCc2cccnc2)cs1	1	3	-4	-1	8	5	10	-1	1
CN(C)c1ccc(CN(C(=O)c2ccccc2Br)C2CCS(=O)(=O)C2)cc1 (centres undefined)	0	0	6	3	5	0	8	2	0
CCn1c(=O)cc(SCC(=O)Nc2cccc(SC)c2)c2ccccc21	-4	-3	-15	-3	4	2	-5	0	-2
O=C(CSc1nncs1)NCc1ccc(F)cc1	-2	6	-5	-1	-2	0	-3	0	0
O=S(=O)(Nc1ccc(O)c(CN2CCCCC2)c1)c1ccccc1	4	2	-1	-9	-3	7	7	0	0
CCCCCCNCCn1cnc2c(N)ncnc21	-3	5	-2	1	11	-5	11	-2	-4
CCCCOC(=O)Nc1cccc(C(=O)OCC)c1	-1	-7	-2	-6	5	-1	4	-5	1
CC(=N\Nc1ccc(Cl)cc1)/C(=N/O)C(=O)Nc1ccccc1	11	-13	2	-4	-5	5	-9	-2	-3
Cc1nc2ccc(F)cc2cc1C(=O)NCc1ccco1	1	7	10	3	-2	0	7	10	-2
